# Dengue-2 NS5 capping: Dengue-2 NS5 methyltransferase inhibitors, primary screen, biochemical, confirmation dose response (AID 588689); Genome polyprotein (Dengue virus type 2 (strain 16681-PDK53)); Dengue-2 NS5 methyltransferase capping enzyme assay, biochemical; higher % means a stronger effect; inhibition, % at 25 µM, or IC50 in µM where a hit was titrated; 0.3% of 340,000 active; in the data active = a potency from the dose series; inconclusive = inhibition above about 29% without an active follow-up result
# MgcRacGAP inhibition: MgcRacGAP GTPase-activating activity inhibitors, confirmation, biochemical, ADP Hunter fluorescence; Rac GTPase-activating protein 1 (Homo sapiens); MgcRacGAP-stimulated Rac1 GTP hydrolysis, ADP Hunter fluorescence; higher % means a stronger effect; GST-tagged Rac1 F28L mutant substrate; inhibition, % at 30 µM, or IC50 in µM where a hit was titrated; 0.6% of 340,000 active; AID 624330, 2012;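 active = first-screen hits whose inhibition reached a set limit at any dose in the follow-up dose series; inconclusive = inhibition above the set first-screen limit but never retested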;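 note: fluorescence reports GDP produced by GAP-driven GTP hydrolysis; strong numbers were not always called active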
# XIAP antagonists: XIAP antagonists, biochemical, IAP family, fluorescence polarization (AID 1018). E3 ubiquitin-protein ligase XIAP (Homo sapiens). XIAP BIR domain, fluorescence polarization peptide displacement; higher % means a stronger effect. displacement, % at 20 µM; hits with a dose series show IC50 in µM. 0.007% of 200,000 active; in the data active = displacement above about 50%; note: a part of the inactive calls stands beside numbers as strong as those of hits
# RSV CPE inhibition: RSV antiviral activity via CPE protection, HEp-2 cells, primary 10 µM value included (AID 2391); HEp-2 cells, RSV-induced CPE inhibition; higher % means a stronger effect; CPE inhibition, % at 10 µM, or IC50 in µM where a hit was titrated; 0.13% of 310,000 active; in the data active = a potency from the dose series; inconclusive = CPE inhibition mostly from about 23% at the one dose, without a potency; inactive = the rest, 99 in 100 with CPE inhibition below about 21%; note: strong numbers were not always called active
# HIV peptide binding: inhibitors of HIV fusion peptide binding, primary screen, biochemical, uHTS, fluorescence dequenching (AID 1986). cell-free peptide binding, fluorescence dequenching, 30 min; higher % means a stronger effect. 0.3% of 290,000 active. inhibition, % at 20 µM, or IC50 in µM where a hit was titrated; in the data active = inhibition mostly above about 52%, no sharp cut-off; inactive = mostly below about 76%; note: some results filed as inactive read as strong as hits
# AID2073: inhibitors of Mint1-CaV2.2 protein interaction, biochemical, HTRF (AID 2073); Voltage-dependent N-type calcium channel subunit alpha-1B (Homo sapiens); HTRF protein-protein interaction, Mint1-CaV2.2; higher % means a stronger effect; inhibition, % at 20 µM, or IC50 in µM where a hit was titrated; 0.19% of 290,000 active; in the data active = inhibition mostly above about 51%, no sharp cut-off; inconclusive = no clear call, values can overlap the other calls; inactive = mostly below about 53%; note: some results filed as inactive read as strong as hits
# SV40 large T antigen: SV40 large T antigen inhibitors, biochemical (AID 1903) | inhibition, % at 20 µM; hits with a dose series show IC50 in µM | SV40 large T antigen ATPase/helicase inhibition assay; higher % means a stronger effect | 0.39% of 310,000 active; in the data active = a potency from the dose series; inconclusive = inhibition mostly from about 32% at the one dose, without a potency; inactive = the rest, 99 in 100 with inhibition below about 32%; note: strong numbers were not always called active
# SIAH1 antagonists: Siah-1 peptide-binding antagonists, primary screen, biochemical, fluorescence polarization, rhodamine-plectin, uHTS (AID 1817). Siah-1 / rhodamine-plectin peptide fluorescence polarization; higher % means a stronger effect. displacement, % at 20 µM, or IC50 in µM where a hit was titrated. E3 ubiquitin-protein ligase SIAH1 (Homo sapiens). 0.02% of 290,000 active;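 active = displacement of at least 50% at 20 µM, with a fluorescence ratio check between 0.3 and a set limit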;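 note: plate controls were Siah plus tracer with DMSO for no effect and tracer alone without Siah for full effect; strong numbers were not always called active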
# LYP phosphatase: inhibitors of LYP phosphatase, biochemical, fluorescence intensity, uHTS (AID 1779); Tyrosine-protein phosphatase non-receptor type 22 (Homo sapiens); one-dose inhibition, % at 11.5 µM; IC50 in µM for titrated hits; 0.054% of 290,000 active; recombinant LYP phosphatase, fluorescence intensity; higher % means a stronger effect; in the data active = inhibition above about 50%;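 note: plate controls were vehicle with enzyme for no effect and no enzyme for full effect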
# Dengue-2 NS5 capping pilot replicate: further read-out of Dengue-2 NS5 capping, marked with its call; inhibition, %; measured here: pilot screen replicate inhibition
# Active calls of the source: *; ? = inconclusive; nt = no result given.
SMILES,Dengue-2 NS5 capping,MgcRacGAP inhibition,XIAP antagonists,RSV CPE inhibition,HIV peptide binding,AID2073,SV40 large T antigen,SIAH1 antagonists,LYP phosphatase,others
CCNC(=S)NNC(=O)Cn1c(=O)c2c(ncn2CCOC)n(Cc2ccccc2)c1=O,-17%,8%,nt,0.9%,3.3%,-10%,5%,1%,-10%,
Nc1ccc2oc(-c3ccc4nc[nH]c4c3)nc2c1,-3%,6%,1.0%,2.0%,2.7%,?,10%,6%,-4%,
NC(=O)c1ccccc1NC(=S)NC(=O)CCc1ccccc1,-4%,12%,-6.2%,0.4%,-0.4%,-16%,5%,2%,-4%,
C#CCOCCOCCOCCNc1nc(N2CCN(C(=O)[C@H](CCC(=O)O)n3cc(C(N)CO)nn3)CC2)nc(N2CCN(C(=O)[C@H](Cc3ccc(O)cc3)n3cc(C(N)[C@H](C)CC)nn3)CC2)n1 (stereo partly drawn),nt,nt,-8.0%,-0.2%,2.8%,8%,13%,3%,-3%,
Cc1cccc(NC(=O)c2ccc(S(=O)(=O)N3CCCCC3)cc2)c1,-1%,9%,nt,5.3%,1.6%,-4%,22%,2%,-11%,
O=C(CCC1CCCC1)NCCS(=O)(=O)N1CCN(c2ccccc2)CC1,-5%,5%,nt,8.2%,nt,nt,10%,nt,nt,
CCOc1ccc(S(=O)(=O)NCCC(=O)NC2CCCCC2)cc1,10%,-5%,nt,-1.7%,nt,nt,7%,nt,nt,
COc1cc([N+](=O)[O-])ccc1NC(=O)Nc1nc2c(s1)CCCC2,-4%,8%,0.4%,1.2%,0.4%,-5%,7%,4%,-3%,
COc1ccc(-n2nnnc2-c2cccnc2)cc1,1%,-6%,-4.9%,1.0%,2.2%,7%,16%,-1%,-10%,
CCc1nnc(NS(=O)(=O)c2ccc(NC(=O)c3ccccc3)cc2)s1,-8%,0%,nt,0.1%,3.1%,-5%,26%,0%,-12%,
COc1ccccc1CCNC(=O)CCn1c(=O)oc2ccccc21,0%,3%,-5.0%,0.9%,0.9%,0%,6%,-3%,3%,
COc1ccccc1N(CC(=O)Nc1cc(C)on1)S(=O)(=O)c1ccc(Cl)cc1,-5%,7%,-25%,nt,-2.7%,-9%,14%,-1%,4%,
Cc1ccc(N(CCC#N)C(=O)CCl)cc1C,-3%,10%,-7.7%,-0.6%,-0.8%,6%,0%,-8%,-8%,
C=CCc1cccc2cc(C(=O)NC3CCCC3)c(=O)oc12,-1%,11%,-8.6%,-1.0%,4.6%,3%,10%,-1%,4%,
NC(=O)CSc1nnc(Cc2cccs2)n1C1CCCCC1,-4%,6%,-6.1%,1.0%,2.4%,32%,0%,0%,-5%,Dengue-2 NS5 capping pilot replicate=2.1
COc1cccc(OCC(=O)NNC(=O)c2ccc(-c3ccccc3)cc2)c1,-18%,6%,-1.6%,2.0%,-0.2%,22%,-1%,4%,1%,
CCOc1ccc(S(=O)(=O)N2CCC(C(=O)N3CCCC3)CC2)cc1C,10%,1%,nt,8.9%,-1.1%,6%,-2%,-5%,-10%,
CCn1c(CCCOc2ccc(Cl)cc2Cl)n[nH]c1=S,-5%,2%,3.0%,?,-2.4%,-12%,nt,-8%,-1%,
CCO[C@H]1OC(C(=O)N2CCOCC2)=C[C@@H](C)[C@@H]1CCCO,-4%,8%,-6.2%,1.3%,-1.1%,-8%,1%,4%,-8%,
COCCN1Cc2cc3cc(C)ccc3nc2SC1=Nc1cccc(OC)c1,-2%,4%,-0.5%,8.0%,-0.6%,-13%,11%,-1%,1%,

# Two entries drawn at random from the list so far, as already listed:
SMILES,Dengue-2 NS5 capping,MgcRacGAP inhibition,XIAP antagonists,RSV CPE inhibition,HIV peptide binding,AID2073,SV40 large T antigen,SIAH1 antagonists,LYP phosphatase,others
C#CCOCCOCCOCCNc1nc(N2CCN(C(=O)[C@H](CCC(=O)O)n3cc(C(N)CO)nn3)CC2)nc(N2CCN(C(=O)[C@H](Cc3ccc(O)cc3)n3cc(C(N)[C@H](C)CC)nn3)CC2)n1 (stereo partly drawn),nt,nt,-8.0%,-0.2%,2.8%,8%,13%,3%,-3%,
Cc1cccc(NC(=O)c2ccc(S(=O)(=O)N3CCCCC3)cc2)c1,-1%,9%,nt,5.3%,1.6%,-4%,22%,2%,-11%,

# Next section:
SMILES,Dengue-2 NS5 capping,MgcRacGAP inhibition,XIAP antagonists,RSV CPE inhibition,HIV peptide binding,AID2073,SV40 large T antigen,SIAH1 antagonists,LYP phosphatase,others
CCNc1nc(Cl)nc(-c2cn(-c3ccccc3)c3ccccc23)n1,-8%,-1%,nt,4.2%,1.9%,24%,9%,-1%,-7%,
COc1ccc(C(=O)N/N=C/c2ccc(OC)c(COc3ccc(F)cc3)c2)cc1,-1%,8%,nt,1.2%,-1.7%,9%,4%,-4%,-1%,
O=C(O)Cn1nnnc1SCC(=O)Nc1ccc(F)cc1F,1%,-3%,-2.0%,-0.9%,0.4%,-1%,4%,17%,-7%,
COc1ccc(-c2cc(C(=O)O)nc3ccc4ccccc4c23)cc1OC,-4%,-7%,-14%,-0.1%,0.3%,20%,12%,6%,-5%,
O=C(CSc1nccn1Cc1ccccc1)Nc1ccccc1,3%,-1%,nt,1.1%,-1.8%,3%,-8%,-2%,-8%,
O=C(N/N=C/C(Cl)=C\c1ccccc1)c1ccco1,-4%,8%,nt,-1.5%,2.0%,-1%,-1%,10%,0%,
O=C(Nc1ccc(Br)cc1)NC1CCCCCCC1,1%,2%,nt,6.8%,1.6%,-3%,8%,-4%,-6%,
COc1ccc2cc3cc(C(=O)NCC4CCCO4)oc3nc2c1 (stereo not drawn),-1%,12%,2.1%,2.9%,0.9%,17%,19%,2%,-44%,
CCOCCCNC(=O)CN1C(=O)/C(=C/c2ccccc2C)Sc2ccccc21,-9%,-25%,-4.3%,3.2%,0.5%,10%,2%,-2%,0%,
Cc1cccc(-c2nc(S(=O)(=O)c3ccccc3)c(N3CCOCC3)o2)c1,-3%,6%,nt,2.6%,0.1%,2%,2%,3%,-3%,
COc1ccc(Cl)cc1NC(=O)CN1CCN(S(=O)(=O)N2CCOCC2)CC1,-10%,4%,nt,1.1%,1.1%,6%,11%,2%,-11%,
CCOC(=O)c1cccc(OCC(O)CNCCOc2ccccc2F)c1 (stereo not drawn),-6%,18%,nt,0.8%,1.7%,10%,6%,7%,-9%,
CCC(C)[C@H](NC(=O)NCc1ccc(Cl)cc1)C(=O)O (stereo partly drawn),-9%,5%,nt,2.5%,-0.4%,6%,9%,-2%,2%,
COCCSc1nnc(NC(=O)C2CC(=O)N(CCc3ccc(F)cc3)C2)s1 (stereo not drawn),-8%,5%,nt,1.3%,0.1%,4%,5%,0%,-6%,
CCOc1ccc(C(NC(=O)/C=C/c2ccco2)c2ccc(OC)c(OC)c2)cc1 (stereo not drawn),-1%,10%,-2.7%,-0.2%,14%,41%,7%,10%,5%,
COCC(C)NC(=O)c1cc(OC)cc(OC)c1 (stereo not drawn),-4%,8%,-0.5%,1.0%,-0.9%,-3%,-1%,0%,-6%,
COc1ccc(C2(CNC(=O)c3cc([N+](=O)[O-])cc([N+](=O)[O-])c3)CCCC2)cc1OC,-4%,6%,9.2%,2.1%,0.8%,2%,6%,-1%,7%,
CN(C)C(=O)c1ccccc1-c1ccccc1,-5%,7%,-4.4%,1.5%,-0.3%,13%,9%,-4%,-8%,
O=C(O)C1CCCN1c1ncnc2ccccc12 (stereo not drawn),-3%,3%,-3.6%,0.9%,-1.7%,-5%,1%,1%,-5%,
CCOC(=O)C1CCCN(Cc2nc(N)nc(Nc3ccccc3OC)n2)C1 (stereo not drawn),-4%,-6%,-4.5%,1.4%,1.5%,14%,5%,2%,-4%,
Cc1cnc(Sc2ncccc2[N+](=O)[O-])nc1,1%,5%,nt,-1.0%,nt,nt,8%,nt,nt,
CC(NC(=O)c1cc(-c2cccs2)on1)c1ccccc1 (stereo not drawn),-4%,-3%,0.7%,1.9%,-1.7%,-4%,5%,-3%,-4%,
O=C(COC(=O)c1ccc(S(=O)(=O)NCc2ccco2)cc1)NC1CCCCCC1,8%,7%,-6.0%,-0.2%,4.0%,3%,0%,-5%,-5%,Dengue-2 NS5 capping pilot replicate=-3.0
O=C(NC(=S)Nc1ccc(N2CCOCC2)cc1)c1ccc2c(c1)OCCO2,0%,11%,3.7%,1.3%,0.4%,-1%,22%,7%,6%,
Cc1cc(NC(=O)COC(=O)c2ccco2)no1,-7%,5%,1.3%,-2.2%,0.6%,0%,2%,3%,-2%,
CCN(CC)S(=O)(=O)c1ccc(O)c(C(=O)OCC(=O)N(C)Cc2ccccc2)c1,-5%,4%,-2.3%,1.0%,-1.8%,3%,4%,1%,6%,
CC[C@H](C)[C@@H](C(=O)N1CCNCC1)n1cc([C@@H](N)CC(C)C)nn1,6%,0%,-5.1%,-2.6%,0.6%,6%,10%,16%,-1%,
N#Cc1ccccc1NC(=O)C(=O)NCC1CCCN1S(=O)(=O)c1cccs1 (stereo not drawn),-7%,2%,nt,-2.7%,nt,nt,5%,nt,nt,
C=CCn1c(Br)nc2c1c(=O)n(C)c(=O)n2C,-1%,6%,-1.0%,2.4%,-0.5%,3%,5%,2%,0%,
CCCC(=O)Nc1ccc2nc(SCC(=O)Nc3nccs3)sc2c1,4%,4%,-6.3%,2.4%,0.5%,-7%,9%,6%,0%,
CCC1CCc2sc(C(=O)OCC(=O)N(CCOC)c3c(N)n(Cc4ccccc4)c(=O)[nH]c3=O)cc2C1 (stereo not drawn),-6%,2%,nt,1.6%,nt,nt,16%,nt,nt,
CCc1ccccc1NC(=O)Nc1cccn(Cc2ccccc2F)c1=O,0%,4%,-5.3%,4.1%,1.2%,-5%,3%,6%,6%,
CCn1c(SCC(=O)N2CCC(C)CC2)nnc1-c1ccc(S(=O)(=O)N2CCN(C)CC2)cc1,-10%,1%,-12%,2.0%,-0.5%,3%,5%,-4%,-13%,
CSc1ccccc1C(=O)C1CCCN(C(=O)NC(C)C)C1 (stereo not drawn),-4%,-5%,0.7%,-2.0%,-1.2%,17%,21%,-4%,-1%,
OC1(c2ccccc2F)CCN(Cc2nnnn2Cc2ccc(F)cc2)CC1,-4%,6%,-2.1%,1.4%,-1.9%,2%,nt,8%,-5%,
Cc1ccc(C(C)C)c(OCC(=O)N/N=C/c2cccn2C)c1,-3%,8%,nt,2.8%,0.3%,6%,21%,-4%,6%,
O=C(c1ccc(S(=O)(=O)c2cccc(Cl)c2)c([N+](=O)[O-])c1)N1CCN(Cc2ccccc2)CC1,-2%,-8%,-3.6%,39%,-0.1%,2%,2%,1%,7%,
C=CCn1c(N)c(C(=O)NCC2CCCO2)c2nc3ccccc3nc21 (stereo not drawn),1%,10%,-2.7%,0.9%,4.4%,34%,-27%,3%,4%,
CN(C)CCNc1oc(-c2ccccc2F)nc1C#N,-1%,14%,4.0%,0.7%,0.5%,32%,22%,0%,-9%,
